# Screens (PubChem)
# S-ASM inh = human S-ASM enzyme inhibition; placental ASM, HMU-PC fluorogenic substrate, 60 min; hit rate 0.006% among 340,000; Potency, µM (doses to about 57.5 µM), for inactives: at the highest dose activity change, negative = inhibition, most hits filed as inhibitors; P17405; AID 504937; also: potency is read from the fitted curve at half-maximal effect
#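 Fluorescence read-out (Ex 386 nm, Em 447 nm) after stopping the reaction at pH 10. Enzyme: ASM from human placenta; substrate HMU-PC0, 9 uM final; 60 min, 37 °C. Compound preincubation 10 min, ambient temperature.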
# TCR act = activates T cell receptor signaling; Potency, µM (series often up to 9.22 µM), for inactives: at the highest dose activation of IL-2 secretion, usual class: activators; AID 504894; 330,000 tested, under 10 active; primary human leukocytes, anti-CD3, IL-2 HTRF, 48 h; also: % of control where 0% means no effect
#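 48 hr co-incubation of compounds, a-CD3 beads and primary human leukocytes; IL-2 quantified homogeneously by HTRF with anti-IL-2 K and d2 conjugates.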
# a7 integrin act = activates integrin-mediated alleviation for muscular dystrophy; hit rate 0.064% among 350,000; alpha7betagal myoblasts, beta-gal FDG fluorescence, 48 h; AID 624291; Potency, µM (series often up to 38.3 µM), inactives show at the top dose activation, most hits filed as activators;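 also: potency is read from the fitted curve at half-maximal effect; 100% = response of the positive control SU9516; nearly all actives have a fitted effect of over 60% in size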
#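 Alpha7betagal+/- myoblasts (passage 13) were plated 16-24 hr, then exposed to compounds (1:260 dilution of DMSO stock) for 48 hours at 37C. After MPER lysis, β-galactosidase reporter activity was read as FDG fluorescence (ex 480/em 540) after 30 minutes.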
# TSHR antagonist = antagonists of human thyroid stimulating hormone receptor; hit rate 0.2% among 330,000; TSHR-expressing cells, TSH-stimulated cAMP HTRF, 2 h; stronger effect = lower value; activity change, negative = inhibition, % at 11.5 µM; P16473;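 active = activity change below a set negative limit, meaning inhibition stronger than a set level, cut at about -70% in these data; inconclusive = activity change between two set negative limits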; also: % is scaled to controls: 0 for no effect and ±100 for the full control effect
#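 Cell-based HTRF cAMP assay; TSHR cells + compound, TSH EC80 (4nM final), 2 h, 37 deg C. Lysis with anti-cAMP cryptate and cAMP-d2, 30 min RT, read 665/620 nm.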
# Chronic BCR inh = blocks chronic active B-cell receptor signaling. ABC-DLBCL IkBa-CBG/CBR reporter, luminescence ratio, 4 h. Potency, µM (series often up to 46.1 µM), for inactives: at the highest dose ratio change, negative = lower green/red ratio, hits mostly inhibitors. hit rate 0.05% among 340,000; active = well fitted inhibition curve with a large enough effect in the signal ratio, with a control signal flat, not every such curve was filed as active; inconclusive = small, poorly fitted or top-dose-only effect, or effect the other way, or a change in a side signal; the % refers to the signal ratio;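 also: potency is read from the fitted curve at half-maximal effect; plate controls were basal doxycycline-induced cells for no effect and cells given 10 µM MG132 for full effect; MG132 reads +100%, hits lower the ratio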
#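 Cell line TMD8 (human ABC DLBCL), stably expressing tet-inducible CBG68-IkBa fusion and CBR; IMDM/0.5% FBS; cpd up to 46 uM; dox induction, 4 h, 37C/5% CO2; dual luminescence; green/red ratio; MG132 control.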
# PTAP TSG101 blk = blocks PTAP/TSG101 interaction to inhibit HIV-1 budding; 340,000 tested, under 10 active; Fluorescence polarization, FITC-PTAP peptide / Tsg101 binding; Potency, µM (titrated, usually from 115 µM), without a hit: at the highest dose activity change, negative = inhibition, actives largely listed as inhibitors; active = well fitted inhibition curve with a large enough effect in the main read-out, with a control signal flat, not every such curve was filed as active; inconclusive = small, poorly fitted or top-dose-only effect, or effect the other way, or a change in a side signal; inactive = no such curve, though single readings can be large or run the other way; also: potency is read from the fitted curve at half-maximal effect; % of control where 0% means no effect
#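 Steps: Tsg101 binding domain dispensed (10 uM final), compounds pinned in DMSO, FITC-labeled PTAP-motif peptide added (50 nM final); after 20 min binding at room temperature, polarization measured.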
# Mito fusion act = mitochondrial division inhibition or fusion activation; S. cerevisiae fusion-defective mutant growth rescue, CellTiterGlo 48 h; Potency, µM (highest dose often 46.1 µM), without a hit: at the highest dose growth rescue (activation), most hits filed as activators; hit rate 0.23% among 320,000; AID 485298;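 also: potency is read from the fitted curve at half-maximal effect; % of control where 0% means no effect; nearly all actives have a fitted effect of over 45% in size; temperature-sensitive fusion mutants such as fzo1-1 at 37 °C on non-fermentable ethanol glycerol medium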
#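 Temperature-sensitive fusion-defective S. cerevisiae (e.g. fzo1-1, mgm1-5) were grown with compound in YPEG medium (3% ethanol, 3% glycerol) for 48 hours at 37C. Growth rescue was measured as viability by CellTiterGlo luminescence after 10 minutes at ambient.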
# Tb PFK inh = inhibitors of T. brucei phosphofructokinase; O15648; T. brucei PFK, ADP-Glo luminescence; Potency, µM (series often up to 57.5 µM), for inactives: top-dose activity, negative = inhibition, usual class: inhibitors; hit rate 0.17% among 330,000;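 also: potency is read from the fitted curve at half-maximal effect; 0% = uninhibited 1x PFK enzyme wells and -100% = no-enzyme wells; nearly all actives have a fitted effect of over 60% in size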
# Target sequence (O15648 whole entry, looked up): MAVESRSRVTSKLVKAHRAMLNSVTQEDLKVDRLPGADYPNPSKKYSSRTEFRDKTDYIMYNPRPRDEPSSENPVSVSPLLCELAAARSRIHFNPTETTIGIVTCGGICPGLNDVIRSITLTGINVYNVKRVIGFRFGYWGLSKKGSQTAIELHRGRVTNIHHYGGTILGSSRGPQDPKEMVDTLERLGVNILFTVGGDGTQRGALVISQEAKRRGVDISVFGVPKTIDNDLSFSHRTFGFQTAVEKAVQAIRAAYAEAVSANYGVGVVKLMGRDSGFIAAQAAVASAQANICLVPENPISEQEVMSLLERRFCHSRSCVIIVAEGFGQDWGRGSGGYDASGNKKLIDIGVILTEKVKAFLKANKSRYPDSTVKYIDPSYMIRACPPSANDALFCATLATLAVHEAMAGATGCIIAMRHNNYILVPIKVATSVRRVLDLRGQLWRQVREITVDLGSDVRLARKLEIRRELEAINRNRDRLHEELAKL
#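 PFK 1.25 nM, F6P 0.5 mM, ATP 0.1 mM, 0.1 M TEA pH 8.0, 5 mM MgCl2, 0.01% Tween20, 0.1% BSA; 45 min RT. ADP-Glo readout. qHTS titration up to 57 uM; curves fitted, compounds curve-classed.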
# ELG1 DNA repair = blocks ELG1-dependent DNA repair in HEK293T cells; HEK293T ELG1-luciferase reporter, luminescence, 16 h; DNA damage induced by 5-fluorouridine; hit rate 2.3% among 330,000; Potency, µM (doses to about 46.1 µM), for the others: top-dose activity change, negative = inhibition, hits mostly inhibitors; AID 504467; also: potency is read from the fitted curve at half-maximal effect; % is scaled to controls: 0 for no effect and ±100 for the full control effect; nearly all actives have a fitted effect of over 55% in size
#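 Overnight (16 hr) co-exposure of 2,000 cells/well to 5-fluorouridine and compound at 37 °C preceded detection. Luciferase was quantified via ONE-Glo luminescence; loss of signal denotes inhibition.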
# AT treatment = potential ataxia-telangiectasia treatment | […] A-T fibroblasts, KAP-1 phosphorylation AlphaLISA; neocarzinostatin DNA damage 30 min before lysis | hit rate 0.19% among 320,000 | Potency, µM (highest dose often 57.5 µM), without a hit: top-dose activation, hits mostly activators; also: potency is read from the fitted curve at half-maximal effect; % of control where 0% means no effect; nearly all actives have a fitted effect of over 45% in size
#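 ATM-like activity read as KAP-1 phosphorylation via AlphaLISA donor/acceptor antibody pairs after lysis and 6 hr at 25C. Cells were ATM-null patient fibroblasts ([…], hTERT), dosed 60 min, then exposed to the DSB inducer NCS for 30 min.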
# Eya2 inh = Eya2 (human) phosphatase inhibition | recombinant Eya2, OMFP fluorescence dephosphorylation (OMFP is methylfluorescein phosphate) | Potency, µM (titrated, usually from 76.9 µM), for the others: top-dose activity, negative = inhibition, most hits filed as inhibitors | hit rate 0.006% among 330,000; also: potency is read from the fitted curve at half-maximal effect; % is scaled to controls: 0 for no effect and ±100 for the full control effect
# Target sequence (O00167 whole entry, looked up): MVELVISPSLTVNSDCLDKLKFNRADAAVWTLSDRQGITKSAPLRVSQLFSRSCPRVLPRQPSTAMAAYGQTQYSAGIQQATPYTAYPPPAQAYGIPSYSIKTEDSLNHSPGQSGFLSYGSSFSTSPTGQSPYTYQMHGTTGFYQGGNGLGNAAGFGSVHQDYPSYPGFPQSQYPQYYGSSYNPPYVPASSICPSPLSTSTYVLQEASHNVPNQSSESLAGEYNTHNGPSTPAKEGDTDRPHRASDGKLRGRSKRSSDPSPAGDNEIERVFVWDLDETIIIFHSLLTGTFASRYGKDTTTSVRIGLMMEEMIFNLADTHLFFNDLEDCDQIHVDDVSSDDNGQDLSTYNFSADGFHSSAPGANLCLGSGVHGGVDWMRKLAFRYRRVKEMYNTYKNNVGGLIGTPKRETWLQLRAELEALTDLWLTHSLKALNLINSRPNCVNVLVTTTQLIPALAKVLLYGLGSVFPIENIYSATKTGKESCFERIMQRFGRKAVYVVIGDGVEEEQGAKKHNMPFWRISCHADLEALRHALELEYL
#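 Eya2 (0.2 uM) preincubated 10 min at ambient with compound, then OMFP substrate added at 50 uM; 10 min reaction in 50 mM HEPES pH 7.5, 50 mM NaCl, 5 uM MgCl2, 0.05% BSA, 1 mM DTT. Fluorescence read at Ex 485/Em 525 nm.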
# * = called active by the depositor; ? = inconclusive; / = not tested or not shown; [ ] = dose if it differs, or a comment. Unless noted, calls follow the shape of the dose curve; as a rule, active = well fitted curve in the direction sought with a large enough effect; inconclusive = small, poorly fitted or top-dose-only effect, or another doubt; inactive = no such curve, though single readings can be large; an effect the other way counts as inactive or inconclusive.
SMILES,S-ASM inh,TCR act,a7 integrin act,TSHR antagonist,Chronic BCR inh,PTAP TSG101 blk,Mito fusion act,Tb PFK inh,ELG1 DNA repair,AT treatment,Eya2 inh
O=C(COC(=O)c1ccccc1OC(F)F)Nc1ccc2[nH]c(=O)[nH]c2c1,2%,0%,0%,-2,?,-1%,1%,?,3%,10%,-20%
COc1ccc(Cl)cc1C(=O)Nc1cccc2ncccc12,-5%,5%,?,-1,0%,-8%,4%,6%,-12%,14%,-10%
Cc1cccc(N2C(=O)Cc3ccccc3C2=O)c1,119%[activator],7%,5%,-4,-2%,-6%,1%,-2%,15%,5%,0%
Cc1cc(C)n2c(SCc3cccs3)nnc2n1,1%,-12%,-8%,7,?,-4%,-3%,-8%,25%,-3%,13%
O=C(CS(=O)(=O)c1cn(CC(=O)N2CCOCC2)c2ccccc12)Nc1ccccc1,1%,4%,0%,6,?,-3%,-3%,-5%,9%,6%,8%
O=C(Nc1cccc(S(=O)(=O)Nc2ccc(Cl)cc2)c1)c1ccc2c(c1)OCCO2,-22%,-4%[46.1 µM],-38%,?,?,-4%,23%,0%,?,-3%,3%
CCOn1c(=O)c(-c2cc(OC)ccc2OC)[n+]([O-])c2ccccc21,0%,-7%,-2%,-4,-1%,-4%,3%,5%,3%,-4%,3%
CC(C)CN(C(=O)COC(=O)/C=C/c1ccccc1)C1CCS(=O)(=O)C1 (centres undefined),-1%,-5%,-41%,2,-2%,-7%,4%,-2%,9%,-2%,-8%
Cc1cc(=O)n(Cc2ccccc2)c2c(C)cccc12,-1%,-2%,12%,7,?,-10%,-2%,0%,13%,?,-2%
COc1ccc(Cc2nc3ccc(C(=O)N(C)CCCN4CCOCC4)cc3o2)cc1,-1%,-6%,5%,-13,4%,0%,0%,2%,-13%,7%,5%
Nc1nnc(SCC(=O)Nc2cccc(S(N)(=O)=O)c2)s1,3%,5%,-37%,1,-1%,-3%,-1%,0%,6%,3%,12%
Cc1ccc(S(=O)(=O)NCc2ccncc2)cc1C,4%,0%,-38%,-34,2%,20%,0%,-2%,19%,-1%,-7%
N#CCN(CC#N)C(=O)C1c2ccccc2Oc2ccccc21,-1%,-3%,-1%,-5,0%,0%,-1%,-1%,3%,-2%,-5%
Cc1c(C(=O)N2CCC3(CC2)CC(=O)c2ccccc2O3)cccc1[N+](=O)[O-],0%,3%,6%,3,0%,1%,-4%,?,?,1%,2%
CCOc1ccc(S(=O)(=O)N2CCCC(C(=O)NC3CC3)C2)cc1Cl (centres undefined),2%,4%,25%,0,?,-1%,10%,?,-2%,?,-12%
CC(C)(C)c1cnnn1-c1ccc(NC(=O)c2ccc(Br)o2)cc1,-2%,0%,-30%,-1,11%,-9%,3%,1%,4%,6%,-4%
O=C(CN1C(=O)C2CC=CCC2C1=O)NCc1cccs1 (centres undefined),3%,-5%,2%,-8,0%,-6%,2%,10%,?,14%,-8%
O=C(O)CCc1n[nH]c(=S)[nH]c1=O,3%,2%[46.1 µM],-1%,0,?,-2%,1%,0%,6%,-5%,2%
CS(=O)(=O)N1CCC(C(=O)NCCc2ccccc2)CC1,1%,/,6%,8,?,-3%,-2%,-2%,12%,-5%,14%
COc1ccc(S(=O)(=O)N2CCCN(CCC(=O)Nc3cccc(C(F)(F)F)c3)CC2)cc1,5%,-5%,1%,-3,11%,0%,-9%,0%,?,3%,-12%
Cc1cc(C)n2ncc(C(=O)Nc3ccc(Cl)c(Cl)c3)c2n1,-1%,-5%,-19%,-6,?,0%,3%,-11%,?,2%,-11%
Cn1nc(-c2ccc(N3CCOCC3)c(NS(=O)(=O)c3ccccc3)c2)c2ccccc2c1=O,-8%,/,13%,-30,3%,-5%,6%,-1%,?,3%,-2%
COc1ccc(-n2c(C)cc(/C=C3\SC(=S)NC3=O)c2C)cc1,-7%,1%,-9%,-22,28%,0%,-7%,-6%,?,-3%,-2%
O=S(=O)(Cc1nnnn1-c1ccccc1)c1ccc(Cl)cc1,-1%,0%,-1%,-14,-1%,1%,1%,-4%,-5%,3%,18%
Cc1cccc(N2O[C@H]3C=CC2CCCC3)n1,5%,1%[46.1 µM],0%,-10,4%,0%,/,3%,?,-3%[11.5 µM],-12%
CCN1CCN(C(=O)N(c2ccccc2)c2ccccc2)CC1,1%,-7%,1%,-5,-1%,-4%,7%,0%,-9%,-14%,4%
Clc1ccc(-c2nnc(-c3cccc4ccccc34)o2)cc1Cl,12%,3%,14%,12,-3%,-7%,4%,1%,?,16µM*,3%
CC(=O)c1sc(NC(=O)c2cc(=O)c3ccccc3o2)nc1C,-3%,5%,1%,1,?,-5%,-6%,17%,?,-5%,2%
CN1CCN(NC(=O)c2ccc(Br)s2)CC1,2%,6%,-11%,-5,11%,0%,-1%,0%,-9%,1%,2%
O=C(Nc1ccncc1)Nc1cccc(C(F)(F)F)c1,-3%,2%,1%,1,?,-5%,0%,-8%,?,4%,-4%

# Taken from above:
# Entry for CC(C)(C)c1cnnn1-c1ccc(NC(=O)c2ccc(Br)o2)cc1 in TCR act: 0%
# Entry for Cc1cccc(N2O[C@H]3C=CC2CCCC3)n1 in TCR act: 1%[46.1 µM]

# Next section:
SMILES,S-ASM inh,TCR act,a7 integrin act,TSHR antagonist,Chronic BCR inh,PTAP TSG101 blk,Mito fusion act,Tb PFK inh,ELG1 DNA repair,AT treatment,Eya2 inh
Cc1ccc(NC(=O)c2nc[nH]c2C(=O)N2CCN(C(=O)OC(C)(C)C)CC2)cc1,6%,-1%,-33%,-20,-5%,-10%,-7%,0%,?,-1%,8%
OCC1(Cc2ccccc2)CCCN(Cc2ccc(-c3ccco3)cc2)C1 (centres undefined),-1%,1%,?,7,2%,3%,-7%,-5%,-7%,5%,-2%
CCOC(=O)N1CCN(c2cc(C)nc3nc(C)nn23)CC1,7%,5%[46.1 µM],-13%,5,0%,-2%,5%,-2%,-1%,-4%,-15%
O=C(c1ccccc1)c1c[nH]c(C(=O)NNc2ccccc2)c1,0%,-4%,-8%,-10,?,3%,-3%,13%,?,2%,7%
Cc1ccccc1NC(=O)OCc1ccccc1,-6%,0%,7%,-9,?,-2%,-3%,3%,?,-3%,-6%
Cc1ccc(-c2nnc(SCC(=O)NC3CC3)o2)cc1,1%,-2%,29%,-1,7%,-1%,1%,4%,?,0%,7%
CC(=O)Nc1cccc(C(=O)N(CCc2ccccc2)Cc2ccccc2)c1,5%,-1%,-5%,1,?,-1%,2%,-2%,5%,12%,7%
O=C(Cn1c(=O)n(CCC(=O)N2CCCCC2)c(=O)c2sccc21)NCc1ccccc1,-1%,-2%,-6%,-13,5%,-5%,9%,0%,-1%,4%,-9%
N#CC1(NC(=O)COC(=O)c2ccc(Cl)nc2)CCCCC1,2%,-5%,24%,11,2%,-1%,0%,-9%,?,-1%,0%
CC(C)c1ccc(NC(=O)COc2nnc(-c3cccs3)c(-c3cccs3)n2)cc1,-7%,-9%,10%,-9,?,-4%,6%,0%,?,1%,5%
CC1CC(C)CN(CCCNC(=O)c2ccc(CS(=O)(=O)Cc3ccccc3F)o2)C1 (centres undefined),1%,-2%,-8%,-8,-1%,-4%,1%,-3%,8%,0%,-16%
O=C(Nc1ccccc1Cl)c1ccc([N+](=O)[O-])o1,2%,-4%,-52%,0,-10%,0%,-10%,1%,?,19%,-3%
CCOc1ccc(C(C(=O)NCC2CCCO2)N(C(=O)c2snc(C(N)=O)c2N)c2cccc(F)c2)cc1 (centres undefined),/,1%,-30%,5,-2%,-3%,6%,0%,?,-5%,-1%
CCOC(=O)C1CCCN(S(=O)(=O)c2cccc3cccnc23)C1 (centres undefined),3%,-2%,-25%,0,5%,2%,5%,13%,-9%,-1%,16%
